High-throughput results deposited in PubChem BioAssay by several laboratories.
RSV CPE inhibition = RSV antiviral activity via CPE protection, HEp-2 cells, primary 10 µM value included (AID 2391). HEp-2 cells, RSV-induced CPE inhibition; higher % means a stronger effect. hit rate 0.13% among 310,000. CPE inhibition, % at 10 µM; hits with a dose series show IC50 in µM; in the data active means a potency from the dose series; inconclusive means CPE inhibition mostly from about 23% at the one dose, without a potency; inactive means the rest, 99 in 100 with CPE inhibition below about 21%; further: strong numbers were not always called active
Siah-1 displacement = Siah-1 peptide-binding antagonists, primary screen, biochemical, fluorescence polarization, rhodamine-plectin, uHTS (AID 1817) | hit rate 0.02% among 290,000 | displacement, % at 20 µM; hits with a dose series show IC50 in µM | Siah-1 / rhodamine-plectin peptide fluorescence polarization; higher % means a stronger effect;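 active means displacement of at least 50% at 20 µM, with a fluorescence ratio check between 0.3 and a set limit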;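 further: plate controls were Siah plus tracer with DMSO for no effect and tracer alone without Siah for full effect; strong numbers were not always called active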
WT yeast gro inh = growth inhibition of WT strain, primary screen, mitochondrial fusion inhibitor project, WT and mutant strains, chemical genetic | hit rate 2.1% among 190,000 | mitochondrial fusion phenotypic screen | inhibition, % at 10 µM; in the data active means inhibition above about 58%; tested in S. cerevisiae
human PMI inhibitors = human PMI inhibitors, high substrate, primary screen, biochemical, fluorescence intensity, high mannose 6-phosphate (AID 1220). Mannose-6-phosphate isomerase (Homo sapiens). recombinant PMI enzyme, coupled fluorescence intensity; higher % means a stronger effect. inhibition, % at 20 µM, or IC50 in µM where a hit was titrated. hit rate 0.66% among 190,000
Myeloid diff MLP = induction of myeloid progenitor differentiation, primary screen, cell-based, flow cytometry, MLPCN library | ER-HoxA9 myeloid progenitors, lysozyme-GFP differentiation | calls only at 10 µM | hit rate 1% among 360,000 | AID 624256, 2012;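 active means normalized GFP-positive differentiation at or above the plate's own cutoff, the solvent-only control mean plus 3 SD; inconclusive means no clear call, values can overlap the other calls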;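 further: cells exposed to compound for four days before flow analysis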
PMI inhibitors = inhibitors of human PMI, primary screen, biochemical, fluorescence intensity, coupled assay (AID 1209) | Mannose-6-phosphate isomerase (Homo sapiens) | purified PMI enzyme, coupled fluorescence intensity; higher % means a stronger effect | inhibition, % at 20 µM; hits with a dose series show IC50 in µM | hit rate 0.42% among 190,000;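 further: plate controls were DMSO vehicle for no effect and wells lacking substrate for full effect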
XIAP antagonists = XIAP antagonists, biochemical, IAP family, fluorescence polarization (AID 1018). XIAP BIR domain, fluorescence polarization peptide displacement; higher % means a stronger effect. displacement, % at 20 µM; hits with a dose series show IC50 in µM. hit rate 0.007% among 200,000; in the data active means displacement above about 50%; further: a part of the inactive calls stands beside numbers as strong as those of hits
PhoP inhibition = inhibitors of PhoP regulon expression, primary screen, Salmonella Typhimurium, GFP reporter (AID 1863); inhibition, % at 50 µM; hits with a dose series show IC50 in µM; hit rate 0.16% among 300,000; S. Typhimurium PhoP-regulated promoter GFP reporter, 4 h; higher % means a stronger effect;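 active means inhibition over 29.93%, a cutoff 3 SD above the screen mean, later confirmed by dose response; inconclusive means inhibition over 29.93% but no dose response follow-up; inactive means inhibition at most 29.93% or unconfirmed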;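 further: 0% = low Mg2+ inducing control and 100% = high Mg2+ repressing control; strong numbers were not always called active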
TNAP activation fold = human TNAP enzyme activators, primary screen, biochemical, luminescent, no phosphate acceptor, uHTS (AID 1001) | one-dose activation fold at 20 µM; EC50 in µM for titrated hits | purified TNAP, luminescent activation assay, no phosphate acceptor; higher activation fold means a stronger effect | Alkaline phosphatase, tissue-nonspecific isozyme (Homo sapiens) | hit rate 0.03% among 200,000; in the data active means activation fold from about 3, or a potency from the dose series; inactive means the rest, 99 in 100 with activation fold below about 1.6; further: many of its hits are not listed in these tables
WT yeast gro inh mutant strain = second read-out of WT yeast gro inh, no call of its own (marks repeat the call); inhibition, %; mitochondrial fusion phenotypic screen, mutant strain inhibition
Myeloid diff MLP GFP+ MAC1+ % = recorded beside Myeloid diff MLP, whose call it bears; GFP+ MAC1+ double positive, %; measured here: differentiation confirmed by MAC1 staining
Numbers without * were called inactive; i = inactive; ? = inconclusive; . = not tested or not shown; + = active, no number. Unless noted, no stated cut-off is given here; in the data, active means inhibition above about 50%; inactive means the rest.

| Structure | RSV CPE inhibition | Siah-1 displacement | WT yeast gro inh | WT yeast gro inh mutant strain | human PMI inhibitors | Myeloid diff MLP | Myeloid diff MLP GFP+ MAC1+ % | PMI inhibitors | XIAP antagonists | PhoP inhibition | TNAP activation fold |
| --- | --- | --- | --- | --- | --- | --- | --- | --- | --- | --- | --- |
| Cc1cc(NC(=O)COC(=O)C2CCCN2C(=O)c2cccs2)no1 (stereo unspecified) | 1.3% | 1% | -6 | 14 | 7% | i | 1.3 | 12% | -4.5% | -7% | 1.1 |
| Cc1cc2n(n1)C(c1cn(-c3ccccc3)nc1C)Nc1c(C)cccc1-2 (stereo unspecified) | 6.1% | 4% | 14 | -5 | -1% | i | 0.6 | -1% | -1.9% | 2% | 1.1 |
| CC(=O)NN1C(=O)c2ccc(Oc3ccc([N+](=O)[O-])cc3)cc2C1=O | 1.5% | 1% | -2 | 8 | 6% | i | 1.8 | 10% | -1.2% | -9% | 1.1 |
| Cn1ccsc1=NC(=O)c1cccc(OC(F)F)c1 | 3.2% | 0% | . | . | . | i | 0.5 | . | . | -1% | . |
| O=C(NC1CCCCCC1)C1CCN(S(=O)(=O)c2ccc(F)cc2)CC1 | -1.3% | 3% | -23 | -14 | 1% | i | 6.3 | 1% | -1.8% | -6% | 1.1 |
| O=C(O)CN1C(=O)CC(c2ccccc2)CC1=O | 1.5% | 2% | . | . | . | i | 0.5 | . | . | 4% | . |
| Cc1c(OCC(=O)N2CCN(c3ccccc3)CC2)ccc2c3c(c(=O)oc12)CCCC3 | 1.3% | -1% | . | . | . | i | 0.0 | . | . | 2% | . |
| CCOc1ccc(CN2CCN(Cc3ccc(C)o3)CC2CCO)cc1 (stereo unspecified) | 0.0% | -3% | -16 | -7 | -2% | i | 0.4 | 1% | -0.7% | -4% | 1.1 |
| CC1CN(C(=O)COC(=O)c2ccccc2O)CC(C)O1 (stereo unspecified) | 0.6% | 8% | . | . | . | i | 7.3 | . | . | 4% | . |
| CCN1CCCC1CNC(=O)c1ccc2c(c1)N(Cc1ccccc1F)C(=O)c1ccccc1S2(=O)=O (stereo unspecified) | 2.3% | 0% | . | . | . | i | 0.6 | . | . | -7% | . |
| O=C1c2ccccc2C(=O)N1OS(=O)(=O)c1ccc(F)cc1 | 2.5% | 11% | . | . | . | i | 1.4 | . | . | -15% | . |
| O=C(CCCN1C(=O)/C(=C/c2ccccc2Cl)SC1=S)NNC(=O)c1ccncc1 | 8.0% | 13% | . | . | . | i | 0.7 | . | . | -7% | . |
| CC(=O)Nc1ccccc1-c1nc2ccc(C(=O)N3CCN(c4cccc(C)c4)C(C)C3)cc2[nH]c1=O (stereo unspecified) | 2.0% | 0% | 14 | -5 | -1% | i | 1.6 | 2% | -8.6% | 5% | 1 |
| CCn1c(C(O)c2cc(OC)c(OC)c(OC)c2)nc2ccccc21 (stereo unspecified) | -1.0% | -5% | . | . | . | i | 0.3 | . | . | -2% | . |
| COc1ccc(CCn2c(-c3ccc(C(C)(C)C)cc3)n[nH]c2=S)cc1OC | 3.3% | 3% | 6 | 14 | 10% | i | 0.3 | 7% | -2.2% | -3% | 1.8 |
| CC(=O)CC(c1ccccc1)S(=O)(=O)c1ccc([N+](=O)[O-])cc1 (stereo unspecified) | -0.2% | 4% | . | . | . | + | 6.3* | . | . | 2% | . |
| O=C(NCC1CCCO1)c1cccc(NC(=O)c2ccco2)c1 (stereo unspecified) | 1.2% | 2% | 19 | -1 | 5% | i | 2.1 | 6% | -1.3% | 0% | 1.1 |
| C/C(=N\NC(=O)Cc1ccccc1[N+](=O)[O-])c1cccnc1 | 0.2% | -4% | . | . | . | i | 0.7 | . | . | 7% | . |
| CCCc1cc(Nc2ccccc2C)n2ncnc2n1 | 2.3% | 1% | . | . | . | i | 0.5 | . | . | -4% | . |
| Cn1c(Cc2cccs2)nnc1SCC(=O)Nc1ccccc1 | 0.3% | 12% | . | . | . | i | 1.9 | . | . | 1% | . |
| CC(=O)Nc1ccc(NC(=O)C(Cc2ccccc2)NC(=O)C2CCCCC2)cc1 (stereo unspecified) | 0.9% | 9% | -28 | -17 | -8% | i | 0.4 | 0% | -3.5% | -4% | 1.1 |
| CCCCCc1c(C)nc(Nc2nc(C)c3cc(OC)ccc3n2)[nH]c1=O | 9.5% | 2% | -15 | -6 | 5% | i | 1.3 | 11% | -2.5% | -1% | 1.2 |
| NNC(=O)c1ccc(CSc2nc3ccccc3s2)cc1 | -0.6% | 16% | 23 | 26 | 1% | i | 0.5 | 4% | -1.7% | 0% | 1.1 |
| COc1ccc(NS(=O)(=O)c2ccc3oc(=S)[nH]c3c2)cc1 | -2.7% | 11% | . | . | . | i | 0.5 | . | . | -8% | . |
| COc1cc(-c2cn[nH]c2N)cc(OC)c1OC | -0.1% | -3% | 0 | 5 | 2% | i | 0.6 | 3% | -7.8% | -10% | 0.9 |

One compound at a time, as listed above. Values in the order: RSV CPE inhibition, Siah-1 displacement, WT yeast gro inh, WT yeast gro inh mutant strain, human PMI inhibitors, Myeloid diff MLP, Myeloid diff MLP GFP+ MAC1+ %, PMI inhibitors, XIAP antagonists, PhoP inhibition, TNAP activation fold
CCCc1cc(Nc2ccccc2C)n2ncnc2n1 in the list: 2.3%, 1%, ., ., ., i, 0.5, ., ., -4%, .
CCn1c(C(O)c2cc(OC)c(OC)c(OC)c2)nc2ccccc21 (stereo unspecified) in the list: -1.0%, -5%, ., ., ., i, 0.3, ., ., -2%, .

Further entries
| Structure | RSV CPE inhibition | Siah-1 displacement | WT yeast gro inh | WT yeast gro inh mutant strain | human PMI inhibitors | Myeloid diff MLP | Myeloid diff MLP GFP+ MAC1+ % | PMI inhibitors | XIAP antagonists | PhoP inhibition | TNAP activation fold |
| --- | --- | --- | --- | --- | --- | --- | --- | --- | --- | --- | --- |
| COc1cccc(N2CCN(C(=O)Nc3ccccc3Cl)CC2)c1 | -0.6% | 4% | 8 | 4 | 6% | i | 0.3 | 0% | -3.5% | -7% | 1 |
| COc1ccc(-n2nc3c(c2NC(=O)Cc2cccc(C)c2)CS(=O)C3)cc1 (stereo unspecified) | 3.0% | 1% | -19 | 8 | -3% | i | 1.3 | -5% | -3.3% | 2% | 1.1 |
| Cc1cc(OCC(O)CN2CCCC2)ccc1C(C)C (stereo unspecified) | 0.4% | -2% | . | . | . | i | 0.8 | . | . | -3% | . |
| CNc1oc(C)nc1S(=O)(=O)c1ccccc1 | 0.6% | 2% | 5 | -3 | -85% | i | 0.4 | -40% | -3.1% | 1% | 1.1 |
| COC(=O)[C@@H](Cc1c[nH]c2ccccc12)NC(=O)c1ccc2c(c1)OCO2 | 0.0% | 0% | . | . | . | i | 0.7 | . | . | -2% | . |
| COC(=O)c1c(NC(=O)c2ccn(C)n2)sc2c1CCC2 | 2.9% | 9% | . | . | . | i | 1.1 | . | . | -9% | . |
| CCCCNC(=O)NCC(=O)Nc1ccc(F)c(F)c1 | 1.7% | 4% | -2 | 0 | -4% | i | 0.6 | -7% | -1.1% | -3% | 1 |
| CC(=O)NCCn1c(C)cc2ccccc21 | 1.8% | 12% | 10 | 6 | 10% | i | 2.4 | 15% | 0.6% | 14% | 1.1 |
| O=C(Nc1ccc(Cl)cn1)c1cc2ccccc2o1 | 0.5% | 0% | 9 | 13 | -4% | i | 1.2 | 0% | -7.3% | -5% | 1.1 |
| CC(=S)/C=C1\Sc2ccccc2N1C | 0.6% | 6% | 4 | 14 | 9% | i | 9.3 | 13% | -24% | -10% | 1 |
| Cc1ccc([N+](=O)[O-])cc1-c1ccc(/C=C(\C#N)c2[nH]nc(N)c2C#N)o1 | 7.5% | 9% | -48 | -46 | 6% | i | 0.2 | 2% | 5.4% | 39% | 1.1 |
| COc1ccc(/C=N/Nc2nc(C)nc(N)n2)cc1 | 0.2% | 2% | . | . | . | i | 0.3 | . | . | 0% | . |
| O=C(NC(NC(=S)Nc1ccc(Cl)c(Cl)c1)C(Cl)(Cl)Cl)c1ccco1 (stereo unspecified) | 4.8% | 3% | -1 | -5 | 8% | i | 0.4 | 18% | -7.0% | 26% | 0.9 |
| CCOC(=O)c1ccc(NC(=O)CSc2ccc(-c3cccnc3)nn2)cc1 | 15% | 3% | 4 | -4 | 5% | i | 0.5 | 9% | -1.1% | 6% | 1.1 |
| CCCS(=O)(=O)N1CCN(C(=O)c2cccc(OC)c2)CC1 | 2.5% | 0% | 32 | -25 | 12% | i | 0.7 | 9% | -6.5% | 0% | 1 |
| CCOc1ccc(CC2CCC(=O)NC2=O)cc1 (stereo unspecified) | 0.7% | 5% | -12 | -14 | -11% | i | 0.6 | 0% | 0.5% | 3% | 1.1 |
| Cc1noc(/C=C/N(C)C)c1S(=O)(=O)N1CCC(C(=O)NC(C)(C)C)CC1 | 1.4% | -4% | . | . | . | i | 0.0 | . | . | 3% | . |
| CCOc1ccccc1-n1c(SCC(=O)NC2CCCC2)nnc1-c1ccoc1C | 2.9% | 2% | -5 | -13 | 18% | i | 2.5 | 18% | -3.7% | -2% | 1.1 |
| COCC1CCN(C(=O)C2CCC(=O)N(CCc3ccc(Cl)cc3)C2)CC1 (stereo unspecified) | 7.9% | -4% | . | . | . | i | 1.0 | . | . | 5% | . |
| O=C(Nc1ccccc1C(F)(F)F)N1CCCC1c1cccnc1 (stereo unspecified) | 1.2% | 15% | . | . | . | i | 0.5 | . | . | -9% | . |
| CC(=O)Nc1ccc(S(=O)(=O)NC2CCS(=O)(=O)C2)cc1Cl (stereo unspecified) | 0.6% | 4% | . | . | . | i | 0.8 | . | . | 2% | . |
| COC1CCCN(C(=O)c2ccc(OC3CCN(CCc4ccccc4)CC3)cc2)C1 (stereo unspecified) | -3.8% | 1% | 7 | 5 | -3% | i | 0.7 | 1% | -4.8% | 3% | 1 |
| O=C(Nc1ccccc1)c1ccc(S(=O)(=O)N2CCCCC2)cc1 | 1.7% | -2% | 0 | -11 | -7% | i | 1.1 | -6% | 0.2% | 11% | 1.1 |
| O=C(Nc1ccc(C(F)(F)F)cc1)c1ccc(NC(=O)C2CCCO2)cc1 (stereo unspecified) | 2.6% | 45% | . | . | . | i | 0.8 | . | . | 4% | . |
| COC(=O)c1oc2ccccc2c1N | 1.2% | 1% | 17 | 17 | -1% | i | 0.8 | -1% | -4.3% | 1% | 1.2 |
| CN(C)Cc1ccccc1Sc1ccccc1Br | -0.7% | -2% | 8 | 9 | 2% | i | 0.6 | -6% | -12% | 7% | 1.1 |
| CC(C)(C)c1ccc(-c2nnc3sc(-c4ccncc4)nn23)cc1 | . | 0% | 12 | -6 | 5% | i | 0.5 | 8% | -2.4% | 0% | 1.1 |
| NC(=S)n1[nH]c(-c2ccc([N+](=O)[O-])cc2)c(N=Nc2ccc(O)cc2)c1=O | ? | -17% | -14 | -5 | 3% | i | 1.2 | 9% | -4.3% | -10% | 0.9 |
| O=C(OCCN1CCOCC1)c1ccccc1 | 0.9% | 0% | . | . | . | i | 0.4 | . | . | 3% | . |
